Screening results: PubChem, several laboratories
CSN deneddyl inh – inhibitors of CSN-mediated cullin deneddylation, primary screen, biochemical, fluorescence polarization, uHTS; hit rate 0.38% among 360,000; COP9 signalosome complex subunit 5 (Homo sapiens), Q92905; Purified CSN, SCF-Nedd8-OG deneddylation; inhibition, % at 12.5 µM; AID 651999, 2013;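 active = pattern-corrected inhibition above about 35%, with an unprinted fluorescence ratio check between 0.5 and 1.5, limit read from the data, passing the limit was not always enough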;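 also: 0% = enzyme with substrate and 100% = substrate without enzyme; some results filed as inactive read as strong as hits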
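Assay system: purified human Csn5 enzyme expressed in HEK293T cells; measure: % inhibition; also added: SCFSkp2-Nedd8OG substrate at 10 nM final; technique: fluorescence polarization; times: reaction 90 min, room temperature; medium: Tris buffer pH 7.5, NaCl, DTT, Tween-20, trehalose, ovalbumin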
Rpn11 inh – Rpn11 (PSMD14) deubiquitinase inhibitors, primary screen, biochemical, fluorescence polarization, uHTS | 26S proteasome non-ATPase regulatory subunit 14 (Homo sapiens), O00487 | human 26S proteasome, Ub4-pepOG fluorescence polarization; 20S core pre-blocked with epoxomicin | calls only at 20 µM | hit rate 0.59% among 360,000 | AID 588493, 2011;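 active = inhibition at 20 µM, scaled to each plate's controls, above about 33%, limit read from the data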
LMPTP block – LMPTP phosphatase inhibitors, primary screen, biochemical, fluorescence intensity, uHTS; hit rate 0.22% among 360,000; AID 651560, 2012; inhibition, % at 20 µM; recombinant LMPTP-A, OMFP fluorogenic substrate; Low molecular weight phosphotyrosine protein phosphatase (Homo sapiens), P24666;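 active = compounds that cut the enzyme signal by at least half of the control window in the single-dose screen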;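 also: plate controls were DMSO wells with enzyme plus substrate for no effect and substrate without enzyme for full effect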
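Test system – LMPTP-A enzyme · Amount – LMPTP-A at 0.625 nM final in the reaction · Buffer or medium – Bis-Tris pH 6.0, DTT, detergent · Reagent – OMFP 400 µM · Doses – single 20 µM dose · Schedule – reaction 50 min, room temperature, dark · Detection – fluorescence intensity of OMFP turnover product · Evaluation – percent inhibition versus substrate-only and uninhibited controls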
Rin1-Abl PPI inh – inhibitors of Rin1-Abl protein binding, primary screen, biochemical, TR-FRET; hit rate 0.4% among 360,000; inhibition, % at 7.35 µM; in the data active = inhibition above about 5%, passing the limit was not always enough
Target sequence (P00519 whole entry, looked up): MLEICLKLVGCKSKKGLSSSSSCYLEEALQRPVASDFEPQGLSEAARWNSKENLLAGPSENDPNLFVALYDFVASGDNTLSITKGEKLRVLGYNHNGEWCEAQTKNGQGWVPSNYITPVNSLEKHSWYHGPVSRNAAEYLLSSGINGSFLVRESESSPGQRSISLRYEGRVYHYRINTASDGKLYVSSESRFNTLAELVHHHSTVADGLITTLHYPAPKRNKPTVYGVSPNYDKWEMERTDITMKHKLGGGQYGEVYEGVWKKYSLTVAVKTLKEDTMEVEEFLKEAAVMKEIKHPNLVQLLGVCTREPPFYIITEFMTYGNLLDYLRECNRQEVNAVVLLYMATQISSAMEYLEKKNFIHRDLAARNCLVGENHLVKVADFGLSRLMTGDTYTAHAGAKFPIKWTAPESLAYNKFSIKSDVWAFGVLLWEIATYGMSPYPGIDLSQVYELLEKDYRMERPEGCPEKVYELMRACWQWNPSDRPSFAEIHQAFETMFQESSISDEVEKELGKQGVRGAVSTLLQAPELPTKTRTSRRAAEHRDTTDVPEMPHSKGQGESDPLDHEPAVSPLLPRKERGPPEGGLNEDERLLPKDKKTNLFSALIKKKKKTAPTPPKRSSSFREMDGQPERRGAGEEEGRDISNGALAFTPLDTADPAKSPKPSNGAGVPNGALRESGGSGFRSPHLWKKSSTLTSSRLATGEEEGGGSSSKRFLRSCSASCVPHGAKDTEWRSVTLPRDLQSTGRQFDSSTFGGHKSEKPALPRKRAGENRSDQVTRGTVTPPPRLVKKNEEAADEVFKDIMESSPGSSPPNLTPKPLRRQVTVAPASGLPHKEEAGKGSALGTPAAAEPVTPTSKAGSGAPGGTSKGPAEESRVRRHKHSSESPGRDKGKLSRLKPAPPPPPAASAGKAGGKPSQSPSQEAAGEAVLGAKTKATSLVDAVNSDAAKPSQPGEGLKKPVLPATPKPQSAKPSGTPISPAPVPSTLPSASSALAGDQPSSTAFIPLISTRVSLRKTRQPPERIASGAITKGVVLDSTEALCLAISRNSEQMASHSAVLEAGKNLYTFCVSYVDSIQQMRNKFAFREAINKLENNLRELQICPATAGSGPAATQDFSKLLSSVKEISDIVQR
Target sequence (Q13671 whole entry, looked up): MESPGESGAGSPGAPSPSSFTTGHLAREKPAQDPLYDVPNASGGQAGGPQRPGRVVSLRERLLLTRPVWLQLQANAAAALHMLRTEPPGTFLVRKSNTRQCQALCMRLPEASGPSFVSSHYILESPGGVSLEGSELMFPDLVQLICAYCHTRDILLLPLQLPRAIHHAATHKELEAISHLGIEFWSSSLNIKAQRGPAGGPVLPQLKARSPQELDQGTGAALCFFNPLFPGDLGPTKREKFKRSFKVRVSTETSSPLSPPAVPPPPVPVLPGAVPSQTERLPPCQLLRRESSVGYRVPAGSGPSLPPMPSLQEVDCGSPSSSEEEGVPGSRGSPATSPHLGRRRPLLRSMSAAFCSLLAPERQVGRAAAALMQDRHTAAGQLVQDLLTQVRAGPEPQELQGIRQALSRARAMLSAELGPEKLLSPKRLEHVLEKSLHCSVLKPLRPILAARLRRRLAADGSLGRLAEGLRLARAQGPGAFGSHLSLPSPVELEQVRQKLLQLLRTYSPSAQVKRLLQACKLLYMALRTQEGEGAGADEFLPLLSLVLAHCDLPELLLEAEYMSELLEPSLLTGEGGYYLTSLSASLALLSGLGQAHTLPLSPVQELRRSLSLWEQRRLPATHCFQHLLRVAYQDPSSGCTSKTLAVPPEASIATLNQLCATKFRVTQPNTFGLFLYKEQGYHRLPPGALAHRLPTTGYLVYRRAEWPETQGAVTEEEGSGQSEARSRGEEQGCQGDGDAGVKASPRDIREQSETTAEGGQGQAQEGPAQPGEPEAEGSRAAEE
Scp-1 inhibitor – Scp-1 phosphatase inhibitors, primary screen, biochemical, colorimetric, uHTS; inhibition, % at 20 µM; hit rate 0.88% among 340,000; Recombinant Scp1, phosphopeptide, malachite green phosphate absorbance;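 active = inhibition above about 50% at 20 µM, limit read from the data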;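 also: plate controls were DMSO wells with enzyme for no effect and wells lacking enzyme for full effect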
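Test system: SCP-1 phosphatase catalytic domain, residues 76-261; measured by: colorimetric phosphate reagent with accelerator and stabiliser, absorbance at 630 nm; timing: enzyme reaction 45 min at room temperature, colour 5 min, stabilisation 30 min; also added: Phosphorylated 17-residue peptide substrate; compound dosing: one concentration, 20 µM, with 1.0% DMSO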
STEP inh – STEP phosphatase inhibitors, primary screen, biochemical, fluorescence intensity, uHTS | Tyrosine-protein phosphatase non-receptor type 5 (Homo sapiens), P54829 | recombinant STEP, OMFP fluorogenic substrate | inhibition, % at 20 µM | hit rate 0.25% among 360,000 | AID 588621, 2011;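 active = inhibition at 20 µM, scaled per plate between control wells, above about 37%, limit read from the data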;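 also: 0% = DMSO with enzyme and substrate and 100% = substrate only without enzyme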
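Assay system: isolated STEP enzyme. Buffer or medium: pH 6.0 Bis-Tris with DTT and Tween 20. Also added: fluorogenic phosphatase substrate OMFP at 25 µM final. Dosing: 20 µM, 1% DMSO. Timing: 20 min reaction, room temperature, in the dark. Measured by: fluorescence intensity, excitation 480 nm, emission 540 nm. Evaluation: normalized % inhibition.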
SUMO1-SIM PPI – modulators of SUMO1 protein-protein interactions, primary screen, biochemical, uHTS. Small ubiquitin-related modifier 1 (Homo sapiens), P63165. SUMO1 binding to a labelled peptide, TR-FRET, 1 h. inhibition, % at 20 µM. hit rate 0.33% among 360,000. AID 602429, 2012; in the data active = inhibition above about 37%
NadD inh – inhibitors of S. aureus NadD, primary screen, biochemical, colorimetric, uHTS; Nicotinate-nucleotide adenylyltransferase NadD (Staphylococcus aureus N315); AID 602399, 2012; purified NadD enzyme, colorimetric absorbance read-out; inhibition, % at 20 µM; hit rate 0.78% among 360,000; in the data active = inhibition above about 26%; also: some compounds past the cut are filed as inactive
DNMT1 block – human DNMT1 methyltransferase inhibitors, primary screen, biochemical, molecular beacon, fluorescence, HinP1I cleavage, uHTS. DNA (cytosine-5)-methyltransferase 1 (Homo sapiens), P26358. inhibition (reported as % activation of signal), % at 10 µM. hit rate 0.83% among 360,000; in the data active = inhibition above about 50%
Neddyl block – inhibitors of cullin neddylation, primary screen, biochemical, TR-FRET, uHTS, NAE and Ubc12 | NEDD8-conjugating enzyme Ubc12 (Homo sapiens) + NEDD8-activating enzyme E1 regulatory … | calls only at 25 µM | hit rate 0.58% among 360,000; in the data active = inhibition above about 36%
Starred values were filed as active, the others as inactive; i = inactive; . = no result given.

SMILES	CSN deneddyl inh	Rpn11 inh	LMPTP block	Rin1-Abl PPI inh	Scp-1 inhibitor	STEP inh	SUMO1-SIM PPI	NadD inh	DNMT1 block	Neddyl block
Cc1ccc(C)c(NC(=O)CS(=O)(=O)c2cn(C)c3ccccc23)c1	-2	i	-0.6	1	-3	0	-2	0	-19	i
Cn1c(=O)n(CC(=O)OCc2ccccc2)c(=O)c2c1nc1n2CCCN1C1CCCCC1	4	i	0.9	-1	-2	0	1	-6	4	i
CN(CC(=O)NCCC1=CCCCC1)S(=O)(=O)c1ccc2c(c1)CCC(=O)N2	-6	i	-1.1	-1	35	-1	1	1	7	i
O=C(CNC(=O)c1ccc(F)cc1)N/N=C/c1ccc(O)c([N+](=O)[O-])c1	6	i	-4.7	-7	1	1	0	1	17	i
Cc1ccc(-c2nc3ccccc3nc2-c2ccccc2)cc1	4	i	2.8	1	0	1	-15	-2	-1	i
O=C1CCCN1CCCNC(=S)Nc1ccccc1	-5	i	-0.1	1	-7	5	0	-1	3	i
CC1(C)CC(=O)c2cnn(-c3nc4ccccc4[nH]3)c2C1	0	i	1.6	-3	-4	5	0	-2	1	i
COc1ccc(CN2CC[C@H]3C=CCc4cccc(c43)C2)cc1	-15	i	-0.7	2	4	-2	-8	-2	1	i
COCCCN1C(=O)C(CC(=O)NCCN2CCOCC2)CC(C(=O)N2CCCCCC2)=C1C (stereo not given)	1	.	-1.2	.	.	.	-1	2	.	i
Cc1cccc(NC(=O)CNC(=O)COc2cc(F)ccc2[N+](=O)[O-])c1C	-10	i	2.8	3	40	-1	-7	-2	-1	i
O=C(N/N=C\c1ccc(CNS(=O)(=O)c2ccc(Cl)cc2)o1)C(=O)Nc1ccc(Oc2ccccc2)cc1	7	i	-0.9	1	-2	2	2	-1	44	i
C=CCC1(CC=C)CCCN1C(=O)CC1C(=O)NCCN1Cc1cccc(OC)c1 (stereo not given)	3	i	1.5	-2	-9	-1	-1	-5	-4	i
Cc1cn(S(=O)(=O)c2ccc(Br)cc2)cn1	2	i	-2.0	1	-11	-3	5	-5	0	i
O=S(=O)(NC1CCCCC1N1CCCCC1)c1ccc(Cl)cc1 (stereo not given)	1	i	0.0	0	-2	5	5	-1	2	i
CC(C)c1nc(N2CCOCC2)c(C#N)c2c1CCC2	-2	i	0.6	1	-8	-1	1	-2	4	.
Cc1cccc(NC(=O)CNC(=O)c2sc3ccccc3c2Cl)n1	2	i	0.8	-9	3	3	-3	-2	8	i
COc1ccc(NC(=O)c2oc3ccc(S(=O)(=O)N4CCC5(CC4)OCCO5)cc3c2C)cc1	4	i	1.9	-2	-13	-3	13	-3	-9	i
C=CCN1C(=O)CSc2ccc(C(=O)NCc3cccs3)cc21	-4	i	-1.3	1	-4	-1	3	-1	1	i
O=C(NCCCn1ccnc1)C(=O)NCC1OCCN1S(=O)(=O)c1ccc2c(c1)OCCO2 (stereo not given)	5	i	0.0	-4	-7	-2	1	3	1	i
O=C(O)c1ccc(CSc2nnc(-c3ccccc3Br)o2)cc1	2	i	-0.6	-1	-14	2	0	-7	1	i
COc1cc(OC)cc(C(=O)N[C@H](C(=O)OCC(=O)Nc2ccc(F)c(F)c2F)C(C)C)c1	-1	i	0.5	0	-5	0	1	-6	4	i
Cc1ccc(NS(=O)(=O)c2ccc3c(c2)CC(=O)N3)cc1C	4	i	0.9	-1	-12	-1	0	6	-8	i
CCOC(=O)c1cc(C#N)c(N2CCCNCC2)nc1C(F)(F)F	0	i	-1.3	1	-14	1	1	-7	-1	i
O=C(O)CC(CC(=O)Nc1ccc(-c2ccccc2)cc1)c1ccccc1 (stereo not given)	-3	i	-1.8	2	-14	0	9	-1	-2	i
O=C(Cc1cccs1)N/N=C/C=C\c1ccco1	24	i	0.4	3	-1	0	3	9	19	i
Cc1cc2n(n1)C(c1ccccc1)Nc1ccccc1-2 (stereo not given)	-2	i	0.3	-5	-6	-2	1	-1	-8	i
CCCc1cc(=O)[nH]c(SCC(=O)N2CCN(c3ccc(F)cc3)CC2)n1	0	i	-0.6	0	1	1	3	-1	0	i
Cc1cc(C)cc(NC(=S)N2CCC(C(=O)c3ccc(F)cc3)CC2)c1	6	i	-2.1	-1	-8	2	1	-3	1	i
CCOc1ccccc1NC(=O)C1CCC(=O)N1S(=O)(=O)c1ccc(C)cc1 (stereo not given)	4	i	-0.9	2	-5	-2	7	0	-1	i
Cc1ccc(NC(=O)C2CCN(S(=O)(=O)c3c(C)noc3C)CC2)cc1C	1	i	0.3	-1	-7	-1	2	-2	2	i
CCCCC(CCC(=O)Nc1ccn(-c2ccccc2)n1)C(=O)O (stereo not given)	3	i	-0.5	1	-8	5	-1	-6	0	i
Cc1nc2oc(C(=O)c3ccc(Br)cc3)c(N)c2c2c1COC(C)(C)C2	0	i	-0.5	0	3	0	-9	-3	-4	i
CS(=O)(=O)N1CCCC(C(=O)NCCCN2CCc3ccccc3C2)C1 (stereo not given)	1	i	-3.5	3	-2	-2	4	-1	-7	i
COC(=O)Nc1ccc(S(=O)(=O)N2CCC(C(=O)NCc3ccc4c(c3)OCO4)CC2)cc1	-1	i	-0.1	2	-15	-2	-3	-2	2	i
COc1cc(CN2CCC(C(=O)NC(c3ccc(-c4ccccc4)cc3)c3cnccn3)CC2)cc(OC)c1 (stereo not given)	4	i	-1.2	0	.	-2	-4	11	5	i
CN(C)CCNC(=O)C(=O)Nc1ccc2c(c1)N(S(=O)(=O)c1cccs1)CCC2	3	i	1.5	-3	-2	3	1	-5	1	i
C/C(CC1CC(C)(C)OC1=O)=N/Nc1nc(-c2ccccc2)cs1 (stereo not given)	3	i	0.2	-4	-12	1	-4	-2	-15	i
CC(=O)Nc1ccc(S(=O)(=O)N2CCN=C2SCc2ccc(F)cc2)cc1	5	i	-0.4	-3	-2	-2	1	-1	-1	i
CCOC(=O)[C@H]1[C@H]2COc3ccccc3[C@@H]2N2C(=O)[C@@H](CO)NC(=O)[C@@]12C	0	i	-1.6	3	-3	-2	0	-4	8	i
CCN(C(=O)Nc1cccc2ccccc12)c1ccccc1	-3	i	-0.3	1	.	0	-4	3	6	i
COc1ccc2[nH]c(C(=O)O)c(CCN3C(=O)c4ccc(C(=O)O)cc4C3=O)c2c1	-1	i	-1.5	1	-22	4	-8	-7	2	i
O=C1CCN(Cc2ccc([N+](=O)[O-])cc2)CCN1[C@H](CO)c1ccccc1	-5	i	-1.2	3	-6	-2	-25	-9	0	i
COc1ccc(NC(=S)Nc2ccc(N(C)C(C)=O)cc2)cc1	1	i	-0.4	2	-6	2	3	2	1	i
O=C(CCC(=O)N1CCN(c2ccc(F)cc2)CC1)N1CCN(c2ccc(F)cc2)CC1	0	i	0.4	2	-4	1	-3	-2	-3	i
Cc1nn(C)c(C(=O)Nc2ccc(S(=O)(=O)NC34CC5CC(CC(C5)C3)C4)cc2)c1Br	-1	i	4.7	1	-10	-3	-1	1	-4	i
Cc1cc(SCC(N)=O)nc(SCC(=O)c2ccccc2)n1	-1	i	-1.6	-1	-1	-1	0	-1	0	i
O=C(Nc1cccnc1)c1cc2cc(Br)ccc2o1	4	i	-1.5	-2	1	-3	7	0	7	i
COc1ccc(N2CCN(C(=S)Nc3cccc(C)c3)CC2)cc1	-2	i	2.0	-1	-3	2	-2	-1	2	i
Cc1ccc(NC(=O)COC(=O)CN2CSCC2=O)cc1C	1	i	-1.9	1	-7	2	0	-1	2	i
O=C(N=c1ccn(-c2nc3ccccc3nc2NS(=O)(=O)c2ccccc2)cc1)c1ccccc1Cl	-5	i	0.6	-5	5	-2	-19	26	4	i
COCCCNC(=O)CC1C[C@H](C(=O)N2CCOCC2)[C@@]2(C)c3[nH]c4ccccc4c3CCN2C1=O (stereo not given in full)	-2	i	-0.3	2	0	-2	-1	-2	2	i
Cc1ccc(NC(=O)/C(=C\c2cccc([N+](=O)[O-])c2)NC(=O)c2cccs2)cc1	-4	i	1.7	1	-1	-2	-7	6	4	i
COc1ccc(NC(=O)NC[C@@H]2CC[C@@H](Cc3ccc(-c4ccccc4)cc3)O2)cc1	0	i	2.8	-2	4	0	5	-4	-6	i
O=[N+]([O-])c1cccc(C(=S)N2CCN(c3ccccc3F)CC2)c1	-16	i	1.3	3	17	2	-9	-7	-2	i
Cc1ccccc1CSCCC(=O)NCCC1=CCCCC1	0	i	0.1	2	-4	2	1	-2	-1	i
O=C1CC(N2CCN(Cc3ccc4c(c3)OCO4)CC2)C(=O)N1c1cccc(Cl)c1 (stereo not given)	7	i	-0.4	3	-8	6	7	-4	-2	i
COc1ccc(N2C(=O)c3ccccc3NC2c2ccc(OC)c(Cn3nnc4ccccc43)c2)cc1 (stereo not given)	-5	i	1.1	3	-8	4	1	-2	0	i
CC(C)[C@@H](C(=O)N[C@@H](C(=O)O)c1ccccc1)N1C(=O)N2CCc3c([nH]c4ccccc34)[C@@]2(C)C1=O	-3	i	0.3	-4	1	0	7	0	-7	i

4 compounds drawn at random from those above, as already listed:
SMILES	CSN deneddyl inh	Rpn11 inh	LMPTP block	Rin1-Abl PPI inh	Scp-1 inhibitor	STEP inh	SUMO1-SIM PPI	NadD inh	DNMT1 block	Neddyl block
CCOC(=O)c1cc(C#N)c(N2CCCNCC2)nc1C(F)(F)F	0	i	-1.3	1	-14	1	1	-7	-1	i
COc1ccc2[nH]c(C(=O)O)c(CCN3C(=O)c4ccc(C(=O)O)cc4C3=O)c2c1	-1	i	-1.5	1	-22	4	-8	-7	2	i
COc1cc(CN2CCC(C(=O)NC(c3ccc(-c4ccccc4)cc3)c3cnccn3)CC2)cc(OC)c1 (stereo not given)	4	i	-1.2	0	.	-2	-4	11	5	i
COc1ccc(NC(=O)NC[C@@H]2CC[C@@H](Cc3ccc(-c4ccccc4)cc3)O2)cc1	0	i	2.8	-2	4	0	5	-4	-6	i
